Bioassay records from PubChem BioAssay.
ELG1 genotoxic: induces genotoxicity in HEK293T cells with luciferase-tagged ELG1. HEK293T ELG1-luciferase reporter, luminescence, 16 h. Potency, µM (titrated, usually from 46 µM), inactives show at the highest dose activity change, positive = activation, usual class: activators. 330,000 compounds, 1.3% hits. AID 504466; further: potency means the concentration at half of the fitted maximal effect; % of control where 0% means no effect; nearly all actives have a fitted effect of over 60% in size
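Cells (2,000/well) expressing the ELG1-luciferase fusion are dosed by pin tool and kept 16 hr at 37 °C, 5% CO2. Signal comes from ONE-Glo luciferase reagent after 30 min at room temperature.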
Giardia killer: kills Giardia lamblia. 340,000 compounds, 0.15% hits. Giardia lamblia trophozoite viability. activity change, % at 7.66 µM, hits read low; in the data active means activity change below about -80%; inconclusive means between about -30% and that limit;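 further: parasites exposed to compound for two days anaerobically before the ATP read; on the % scale 0 is the no-effect control and ±100 the full control effect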
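Anaerobic 48 hrs incubation at 37 deg C of 100 trophozoites/well with test compounds; ATPLite 1-Step luminescence, 15-30 min RT, reports cellular ATP as viability.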
FBPA coupling cs: inhibits coupling enzyme system, counter-screen for aldolase hits; coupling enzyme system counterscreen, AmpLite Red fluorescence; activity change, negative = inhibition, % at 58.2 µM, hits read low; 290,000 compounds, 0.67% hits; AID 2472; in the data active means activity change below about -30%; further: on the % scale 0 is the no-effect control and ±100 the full control effect
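First, compound is pin-transferred into glyceraldehyde-3-phosphate coupling-enzyme reagent at 57.5 uM final and held 10 min at RT. Next, substrate, coupling system and AmpLite Red are added. After 20 min RT, fluorescence (525/598 nm) is read.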
FLuc counter: counter-screen for miR-21 project: firefly luciferase inhibitors or activators; Potency, µM (doses to about 57.5 µM), without a hit: at the top dose activity change, negative = inhibition, hits mostly inhibitors; purified FLuc, Km substrates, luminescence inhibition; 360,000 compounds, 6.9% hits;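 further: potency means the concentration at half of the fitted maximal effect; plate controls were vehicle for no effect and reference inhibitor for full effect; nearly all actives have a fitted effect of over 55% in size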
Target sequence (P08659 whole entry, looked up): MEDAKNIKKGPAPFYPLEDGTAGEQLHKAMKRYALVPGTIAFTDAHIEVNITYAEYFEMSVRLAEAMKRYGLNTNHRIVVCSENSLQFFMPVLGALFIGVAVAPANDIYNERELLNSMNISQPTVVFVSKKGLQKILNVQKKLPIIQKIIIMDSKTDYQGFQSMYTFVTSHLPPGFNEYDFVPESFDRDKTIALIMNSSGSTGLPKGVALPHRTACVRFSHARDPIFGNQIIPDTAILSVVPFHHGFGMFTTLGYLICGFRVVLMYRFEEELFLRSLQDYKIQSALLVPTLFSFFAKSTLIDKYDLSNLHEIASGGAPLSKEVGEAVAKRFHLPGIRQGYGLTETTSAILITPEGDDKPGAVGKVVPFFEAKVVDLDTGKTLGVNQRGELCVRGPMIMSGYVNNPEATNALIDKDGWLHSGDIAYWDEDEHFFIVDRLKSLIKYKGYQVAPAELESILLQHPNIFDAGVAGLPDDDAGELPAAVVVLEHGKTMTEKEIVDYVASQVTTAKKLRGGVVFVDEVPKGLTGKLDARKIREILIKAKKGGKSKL
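Purified P. pyralis luciferase (10nM final) with 10uM D-luciferin and 10uM ATP (Km levels) in 50mM Tris acetate pH 7.5, 10mM Mg acetate, 0.01% Tween-20, 0.05% BSA; qHTS 6-point titration, ~60 µM downward; luminescence read.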
Tb PFK block: blocks T. brucei phosphofructokinase. 330,000 compounds, 0.17% hits. T. brucei PFK, ADP-Glo luminescence. AID 485367. Potency, µM (doses to about 57.5 µM), for inactives: top-dose activity, negative = inhibition, hits mostly inhibitors. O15648;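 further: potency means the concentration at half of the fitted maximal effect; 0% = uninhibited 1x PFK enzyme wells and -100% = no-enzyme wells; nearly all actives have a fitted effect of over 60% in size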
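Compounds were pin-transferred as a titration series up to 57 uM into substrate buffer (0.5 mM F6P, 0.1 mM ATP, pH 8.0), then 1.25 nM PFK was added and reactions ran 45 min before ADP-Glo detection.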
Rab9 prom act: activates the Rab9 promoter; Huh7 Rab9 promoter-luciferase reporter, luminescence, 24 h; Potency, µM (doses to about 9.22 µM), without a hit: at the top dose activation, negative = inhibition, actives largely listed as activators; 320,000 compounds, 2.8% hits; further: potency means the concentration at half of the fitted maximal effect; % of control where 0% means no effect; nearly all actives have a fitted effect of over 60% in size
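Huh7 reporter line, Rab9 promoter upstream of luciferase. Compound exposure 24 h at 37 °C in reduced-serum medium with 10% FBS. Read-out: luminescence.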
KCNH2 3.1 block: KCNH2 3.1 (human) potassium channel inhibition; U2OS KCNH2 3.1, thallium flux FluxOr; hits give low values; activity change, % (tested at about 1.8 µM); 340,000 compounds, 0.95% hits; AID 720553;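 active means maximum activity change below -70%; inconclusive means maximum activity change from -70% to -50%; inactive means maximum activity change above -50%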;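 further: thallium influx rate constant from kinetic fluorescence after stimulation buffer; on the % scale 0 is the no-effect control and ±100 the full control effect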
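Measured as rate of thallium-driven FluxOr signal in transduced U2OS cells carrying the 3.1 channel, read kinetically for 2 min upon stimulation; values are rate constants scaled to DMSO control wells.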
RORg inh: ROR gamma (mouse) transcription inhibition. 310,000 compounds, 5.4% hits. Potency, µM (highest dose often 53.6 µM), for inactives: at the highest dose activity change, negative = inhibition, most hits filed as inhibitors. Drosophila S2 Gal4-RORgamma UAS-luciferase reporter, 20 h. AID 2551; further: potency means the concentration at half of the fitted maximal effect; on the % scale 0 is the no-effect control and ±100 the full control effect; nearly all actives have a fitted effect of over 60% in size
Target sequence (P51450 whole entry, looked up, the tested form may be a part): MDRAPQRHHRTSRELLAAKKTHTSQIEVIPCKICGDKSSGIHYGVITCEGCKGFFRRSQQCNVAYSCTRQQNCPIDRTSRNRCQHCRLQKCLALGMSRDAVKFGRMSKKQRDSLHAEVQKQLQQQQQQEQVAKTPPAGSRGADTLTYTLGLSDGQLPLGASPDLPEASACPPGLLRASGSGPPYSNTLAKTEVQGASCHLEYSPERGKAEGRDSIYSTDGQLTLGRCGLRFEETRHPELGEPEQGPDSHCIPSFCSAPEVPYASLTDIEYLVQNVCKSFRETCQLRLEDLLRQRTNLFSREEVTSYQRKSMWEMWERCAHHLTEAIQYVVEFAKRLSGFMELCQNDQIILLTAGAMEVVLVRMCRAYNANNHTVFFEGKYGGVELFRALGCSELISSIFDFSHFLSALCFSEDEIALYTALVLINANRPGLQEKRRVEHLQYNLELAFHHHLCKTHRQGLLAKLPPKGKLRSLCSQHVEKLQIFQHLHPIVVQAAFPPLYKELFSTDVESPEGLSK
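Compounds are pin-transferred onto Drosophila Schneider cells expressing a copper-inducible Gal4–ROR gamma transactivation domain fusion. After 1 hr, copper sulfate is added to 700 uM final; luciferase is read 20 hr later.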
NPC1 prom act: NPC1 promoter activation; 320,000 compounds, 2.4% hits; Potency, µM (series often up to 9.22 µM), without a hit: at the highest dose activation, usual class: activators; Huh7 NPC1 promoter luciferase reporter, 24 h; AID 485313;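 further: potency means the concentration at half of the fitted maximal effect; % of control where 0% means no effect; nearly all actives have a fitted effect of over 60% in size; reporter is driven by a mutant NPC1 promoter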
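In 1536-well qHTS, Huh7 cells harboring an NPC1 promoter–luciferase construct received compound for 24 h; activation was quantified by luminescence following luciferase reagent addition.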
uPA surface inh: inhibitors of cell surface uPA generation. cell surface uPA generation assay, qHTS. Potency, µM (titrated, usually from 38.3 µM), for the others: at the highest dose activity change, negative = inhibition, most hits filed as inhibitors. 330,000 compounds, 0.31% hits. AID 540303; active means well fitted inhibition curve with a large enough effect; inconclusive means small, poorly fitted or top-dose-only effect; inactive means no such curve, though single readings can be large or run the other way; tested in mouse RAW 264.7 cells; further: potency means the concentration at half of the fitted maximal effect; on the % scale 0 is the no-effect control and ±100 the full control effect; nearly all actives have a fitted effect of over 55% in size
VP16 counter: counter-screen for ROR gamma inhibitors: Gal4-VP16 reporter | 310,000 compounds, 3.5% hits | Potency, µM (highest dose often 53.6 µM), for the others: at the top dose activity, negative = inhibition, most hits filed as inhibitors | Drosophila S2 Gal4-VP16 UAS-luciferase, luminescence, 20 h;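 further: Gal4-VP16 expression switched on by copper sulfate through the metallothionein promoter; potency means the concentration at half of the fitted maximal effect; on the % scale 0 is the no-effect control and ±100 the full control effect; nearly all actives have a fitted effect of over 50% in size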
* marks the source's active call; other numbers are inactive results; u = inconclusive; x = not tested or not shown; [ ] = dose if it differs, or a comment. Unless noted, the call rests on the fitted dose curve; in most records, active means well fitted curve in the direction sought with a large enough effect; inconclusive means small, poorly fitted or top-dose-only effect, or another doubt; inactive means no such curve, though single readings can be large; an effect the other way counts as inactive or inconclusive.

SMILES	ELG1 genotoxic	Giardia killer	FBPA coupling cs	FLuc counter	Tb PFK block	Rab9 prom act	KCNH2 3.1 block	RORg inh	NPC1 prom act	uPA surface inh	VP16 counter
CC(=O)Nc1ccc2sc(NC(=O)CN3CCOCC3)nc2c1	1%	8	1	-5%	0%	3%	-3	14%	9%	-1%	0%
CCn1c(SCC#N)nc2c(c1=O)C1(CCCC1)Cc1ccccc1-2	-5%	-1	4	5%	1%	5%	-4	-22%	-7%	7%	0%
Cc1cc(C)nc(/N=C(\N)Nc2cccc([N+](=O)[O-])c2)n1	3%	11	-1	-1%	0%	-4%	-7	-10%	-1%	3%	-4%
COc1ccc(C(=O)N/C(=C/c2ccco2)C(=O)N2CCCCCC2)cc1	2%	-8	-1	-17%	0%	-1%	19	5%	-4%	-1%	-13%
CCOC(=O)/C(C#N)=C\C=C1C=CN(C)C=C1	u	-6	-4	9.5µM*	-11%	3.5µM*	16	-37%	2.5µM*	-10%	-22%
CCCCN(CC)CCCNC(=O)c1ccc(CSc2nc3ccncc3[nH]2)cc1	0%	-4	4	-3%	-4%	-1%	x	0%	-1%	-5%	-6%
COc1ccc2nc3cc(Cl)ccc3c(Nc3cc(CN4CCCC4)c(O)c(CN4CCCC4)c3)c2n1	u	x	-11	u	-8%	-32%[inhibitor]	x	-44%	-32%[inhibitor]	x	u
CC(C)(C)OC(=O)N1CCC[C@@H]1C(=O)N1CCC(C(=O)O)CC1	2%	6	8	2%	-1%	-1%	-1	-6%	7%	0%	-2%
COc1ccc(NC(=O)Cn2c(-c3ccccc3)cn(-c3ccc(C)cc3)c2=O)cc1	-1%	-8	0	-12%	-2%	-5%	-4	22%	-2%	4%	0%
Cc1cccc(NC(=O)CSc2nc(C3CC3)nc3ccccc23)c1	-25%	-9	0	-1%	1%	-3%	-10	-30%	-3%	-13%	4%
O=C(CN1C(=O)COc2ccccc21)NCCCN1CCc2ccccc2C1	-2%	-4	1	-1%	-10%	0%	-30	-22%	0%	8%	1%
CC1CCCN(C(=O)/C(=C/c2ccco2)NC(=O)c2ccccc2)C1 (stereo not given)	0%	24	-1	-3%	2%	0%	-8	-4%	-1%	0%	-7%
Cc1ccc(-c2nn3cnnc3c3ccccc23)cc1C	-2%	28	3	-3%	-2%	-4%	-10	-15%	-4%	-5%	-1%
Cc1cc(C)cc(N2C(=O)CC(N3CCOCC3)C2=O)c1 (stereo not given)	4%	-6	5	16%	-2%	2%	-10	-2%	0%	9%	-8%
Cc1[nH]c(=O)c(C(=O)/C=C/c2ccccc2F)c2c1CCCC2	-1%	8	-1	2%	-5%	-34%[inhibitor]	x	5.6µM*	-19%	x	5.6µM*
Cc1onc(-c2ccccc2)c1CNS(=O)(=O)c1ccccc1[N+](=O)[O-]	-3%	-11	2	-1%	-5%	-2%	1	0%	-2%	-6%	8%
CCNC(=O)NC(=O)C(C)On1nnc2ccc(S(=O)(=O)N(CC)CC)cc21 (stereo not given)	1%	-15	1	0%	-8%	1%	-8	0%	-6%	17%	5%
Cc1ccc2nc(COC(=O)c3ccc(Cl)nc3)cc(=O)n2c1	5%	-2	x	x	-4%	x	-10	x	x	2%	x
Nc1ccc2nc(COc3ccccc3)[nH]c2c1	7%	-11	0	u	0%	15%	-3	x	1%	-16%	x
COc1ccc(CC(=O)NCc2ccccc2)cc1S(=O)(=O)N1CCOCC1	-2%	29	2	-2%	-3%	1%	-2	33%	-2%	1%	-4%
CC(C)=CC(=O)Nc1nc2ccc([N+](=O)[O-])cc2s1	u	18	0	-13%	5%	30%	9	3%	22%	-10%	-6%
O=C(CN1C(=O)C2CC=CCC2C1=O)Nc1nc2ccccc2[nH]1 (stereo not given)	0%	2	1	-4%	-4%	-2%	0	-30%	7%	-5%	1%
CN(Cc1c(C(=O)N2CCCCCCC2)nc2ccc(Cl)cn12)C1CCOC1 (stereo not given)	5%	6	x	0%	0%	-7%	6	0%	0%	0%	3%
CSc1nc(N2CCN(Cc3ccc4c(c3)OCO4)CC2)c2ccccc2n1	-6%	4	-2	1%	-4%	-1%	-73*	-9%	1%	2%	-12%

Ordered by the number under Tb PFK block (high to low): 3 from the list above.
smiles	Tb PFK block	Rab9 prom act	RORg inh	NPC1 prom act	uPA surface inh
COc1ccc(CC(=O)NCc2ccccc2)cc1S(=O)(=O)N1CCOCC1	-3%	1%	33%	-2%	1%
O=C(CN1C(=O)C2CC=CCC2C1=O)Nc1nc2ccccc2[nH]1 (stereo not given)	-4%	-2%	-30%	7%	-5%
Cc1[nH]c(=O)c(C(=O)/C=C/c2ccccc2F)c2c1CCCC2	-5%	-34%[inhibitor]	5.6µM*	-19%	x

(further entries)
SMILES	ELG1 genotoxic	Giardia killer	FBPA coupling cs	FLuc counter	Tb PFK block	Rab9 prom act	KCNH2 3.1 block	RORg inh	NPC1 prom act	uPA surface inh	VP16 counter
O=C1CCCN1c1ccc(Br)cc1	2%	-28	1	3%	-5%	2%	-3	3%	0%	3%	13%
C/C(=N/NC(=O)CNC(=O)CCc1ccccc1)c1ccc(Cl)c(Cl)c1	0%	26	3	-5%	-11%	-6%	-10	2%	2%	0%	2%
COc1cc([N+](=O)[O-])ccc1NC(=O)CN1CCc2cc(OC)c(OC)cc2C1	-2%	-3	-8	-3%	-15%	-6%	-4	-27%	0%	10%	-4%
CC1CCC(=O)N(CCOc2ccccc2)CC1 (stereo not given)	u	21	1	u	1%	29%	43	0%	30%	-5%	1%
COC(=O)Cn1c2ccccc2c2nc(=O)cc(C)n21	2%	2	1	-1%	-2%	-1%	2	u	-3%	1%	-3%
CC(OC(=O)c1ccc2c(=O)n3c(nc2c1)CCCCC3)C(=O)Nc1ccc(Cl)cn1 (stereo not given)	-1%	-11	5	-7%	0%	1%	x	u	-2%	1%	2%
CCC(=O)OCC(=O)Nc1ncc(C(F)(F)F)cc1Cl	3%	-4	-3	-2%	-5%	1%	-2	8%	1%	0%	6%
COc1ccccc1CCNC(=O)Cn1ccc2cc(S(=O)(=O)N3CCCC3)ccc21	-5%	21	-1	-1%	0%	0%	3	25%	6%	-1%	-5%
Cc1nnc(NC(=O)C2CCCN2C(=O)Nc2ccccc2)s1 (stereo not given)	2%	0	-1	1%	-4%	12%	-13	12%	-2%	-3%	1%
Nc1nc(/C=C/c2ccc(F)cc2)nc(-c2ccccc2O)n1	12%	-10	4	-14%	6%	-5%	-15	-36%	3%	8%	-26%
COc1cccc(CNC(=O)C2CCCN(S(=O)(=O)c3cnc[nH]3)C2)c1 (stereo not given)	-2%	1	-1	1%	-4%	2%	-6	4%	0%	2%	1%
CCN(CCO)C(=O)C12CCC(C)(C(=O)C1)C2(C)C (stereo not given)	x	-1	2	12%	x	x	7	9%	x	7%	-3%
O=C(CCN1C(=O)c2ccccc2C1=O)Nc1cccc(F)c1	2%	8	1	9%	1%	-6%	3	7%	-4%	5%	4%
CCCNC(=O)c1cccc(S(=O)(=O)N2CC3(C)CC2CC(C)(C)C3)c1 (stereo not given)	-3%	-26	x	-1%	6%	-4%	-3	x	-3%	-13%	x
COc1ccc(CONS(=O)(=O)c2ccc(NC(C)=O)cc2)cc1Cl	-4%	-12	2	0%	0%	-2%	13	42%	-7%	3%	1%
CC1CCN(C(=O)CN(c2ccc3c(c2)OCCO3)S(=O)(=O)c2ccccc2)CC1	6%	-5	0	-3%	-7%	4%	7	38%	6%	1%	-3%
O=C(c1cc(-c2ccc3c(c2)OCO3)on1)N1CCN(c2ccc(F)cc2)CC1	0%	2	1	15µM*	-8%	4%	2	-4%	-2%	x	4%
CCOc1ccc(/C=N/NC(=O)c2cc3ccccc3cc2OC)cc1	-8%	-12	0	-17%	2%	-3%	-33	u	-5%	u	u
CCN1CCN(Cc2c(O)ccc3c2O/C(=C\C=C\c2ccccc2)C3=O)CC1	0%	3	-3	11µM*	1%	7%	-11	32%	6%	19%	-21%
Cc1cccnc1NC(=O)c1ccc2nc(N)sc2c1	u	0	2	u	2%	29%	0	4%	-1%	4%	4%
O=C(O)c1ccccc1-c1ccccc1C(=O)Nc1ccc(OC(F)(F)F)cc1	-2%	6	5	3%	3%	4%	2	4%	10%	0%	-11%
Nc1nnn(CC(=O)N/N=C/c2ccccc2)n1	0%	-18	-2	-2%	3%	0%	1	4%	0%	15%	-9%
O=C(Nc1ccc(S(=O)(=O)N2CCCC2)cc1)c1ccccc1	-2%	0	x	0%	0%	-6%	10	x	-8%	-2%	x
COc1cc2c(cc1OC)CN(CC(=O)Nc1ccc(F)cc1)C(C(=O)O)C2 (stereo not given)	0%	8	0	-3%	15%	-4%	-16	20%	-6%	2%	13%
COc1ccccc1C(=O)NNS(=O)(=O)c1ccc(F)cc1	-1%	-2	2	-11%	0%	-1%	2	-31%	5%	2%	-13%
C/C(=N/NC(=O)c1cc(Cl)ccc1O)C12CC3CC(CC(C3)C1)C2	8%	-14	2	15µM*	20%	-2%	2	u	26%	8%	-5%
